From PubChem
Keap1-Nrf2 PPI: disrupts human Keap1 binding to Nrf2 peptide. Q14145. inhibition, % at 9.4 µM. 340,000 compounds, 0.15% hits. Keap1 Kelch-Nrf2 peptide fluorescence polarization, 1536-well; in the data active means inhibition above about 12%;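 further: human Keap1 Kelch domain with fluorescein labeled Nrf2 9mer peptide probe; 0% = neutral control wells and 100% = peptide positive control; higher means more block of Keap1 binding to Nrf2 peptide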
Target sequence (Q14145 whole entry, looked up, the tested form may be a part): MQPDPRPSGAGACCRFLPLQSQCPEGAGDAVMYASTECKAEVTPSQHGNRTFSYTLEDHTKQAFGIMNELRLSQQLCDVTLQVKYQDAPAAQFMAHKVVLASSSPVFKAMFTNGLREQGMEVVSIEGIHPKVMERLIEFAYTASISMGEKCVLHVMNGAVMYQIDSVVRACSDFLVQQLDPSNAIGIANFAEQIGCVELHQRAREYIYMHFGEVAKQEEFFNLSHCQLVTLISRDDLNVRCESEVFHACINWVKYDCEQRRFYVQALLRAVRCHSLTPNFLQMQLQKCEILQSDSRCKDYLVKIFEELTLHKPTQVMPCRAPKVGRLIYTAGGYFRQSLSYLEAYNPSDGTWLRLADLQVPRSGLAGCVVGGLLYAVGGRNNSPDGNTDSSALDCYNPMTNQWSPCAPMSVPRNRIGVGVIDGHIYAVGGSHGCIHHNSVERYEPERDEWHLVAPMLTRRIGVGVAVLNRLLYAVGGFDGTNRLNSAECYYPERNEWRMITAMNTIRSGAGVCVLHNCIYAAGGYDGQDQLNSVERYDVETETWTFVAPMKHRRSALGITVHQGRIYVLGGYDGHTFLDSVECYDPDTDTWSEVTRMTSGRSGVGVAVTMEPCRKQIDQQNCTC
SR-BI uptake up: enhances SR-BI lipid uptake from DiI-HDL | CHO ldlA[mSR-BI] cells, DiI-HDL uptake fluorescence, 3 h; 100 = double the neutral-control signal | activation, % at 12.5 µM | 320,000 compounds, 0.096% hits | AID 504775;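 active means mean replicate activation of at least 60% and every replicate at or above 60%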;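 further: 0% = median plate neutral-control signal and 100% = twice that signal; values of inactives mirror those of a sister screen read the other way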
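Material: SR-BI-overexpressing, LDLR-lacking CHO cells; schedule: compound exposure 3 h, 37 °C; reagent: DiI-labelled HDL at 10 µg/mL final; technique: bottom-read fluorescence, 550/595 nm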
DAGLB inh: diacylglycerol lipase beta (human) inhibition | 340,000 compounds, 0.059% hits | HEK293T DAGLB membrane lysate, EnzChek fluorogenic substrate | Q8NCG7 | AID 504411 | inhibition, % at 5.17 µM; in the data active means inhibition above about 34%;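 further: 0% = enzyme with vehicle and 100% = wells lacking enzyme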
SR-BI HDL uptake: inhibitors of mouse SR-BI mediated HDL lipid uptake | inhibition, % at 12.5 µM | Q61009 | 320,000 compounds, 0.96% hits | ldlA[mSR-BI] CHO cells, DiI-HDL uptake fluorescence, 3 h;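 active means mean replicate inhibition of at least 70% and a set share of replicates each scoring 70 or more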;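 further: 0% = median of neutral control wells and 100% = median of positive control wells; values of inactives mirror those of a sister screen read the other way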
LANA DNA inh: KSHV C-LANA DNA binding inhibition. MBP-C-LANA/FAM-LBS DNA binding, fluorescence polarization. inhibition, % at 9 µM. 340,000 compounds, 0.078% hits;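 active means highest replicate inhibition at or above 60% at 9 µM, even if other replicates fall short; inactive means all replicates below 60% inhibition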;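 further: 0% = neutral control wells and 100% = 4 µM acridine orange control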
Arrestin-AP2 inh: inhibitors of human beta-arrestin and AP2 interaction; FITC-arrestin peptide / GST-AP2 beads, flow cytometry; AP2 beta2 appendage carries R879A mutation; inhibition, % at 10 µM; 340,000 compounds, 0.31% hits;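 active means inhibition above a set limit, near 3 SD of compounds lacking own fluorescence, cut at about 54% in these data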;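 further: plate controls were DMSO wells for no effect and 5 µM unlabelled arrestin peptide for full effect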
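System: GST-AP2 R879A glutathione beads. Medium: PBS with 0.05% Tween 20 and 0.1% BSA. Also added: FITC-arrestin peptide, 50 nM. Incubation: 12 min plus 1 h, RT. Measured by: high-throughput flow cytometry of beads, ex 488, em 535 nm. Evaluation: percent drop in bead-associated FITC signal.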
NSD2 HMT inh: inhibitors of human histone methyltransferase NSD2. 310,000 compounds, 0.54% hits. NSD2 peptide methylation, AlphaScreen, 120 min. AID 743445. inhibition, % at 12.5 µM. O96028; in the data active means inhibition above about 50%
PvdQ acylase: blocks Pseudomonas aeruginosa PvdQ acylase activity | purified PvdQ acylase, fluorescence plate reader | inhibition, % at 10 µM | 340,000 compounds, 0.063% hits | AID 488965; in the data active means inhibition above about 30%, passing the limit was not always enough;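 further: 0% = vehicle neutral wells and 100% = reference inhibitor wells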
Cardiac RTF inh: cardiac RTF calcium desensitization. IANBD-labeled cardiac RTF, Ca2+ fluorescence. inhibition, % at 7.15 µM. 340,000 compounds, 0.12% hits. P19429+P45379;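 active means inhibition above the mean inhibition of all tested compounds plus 3 SD, cut at about 17% in these data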;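 further: assay run at fixed EC70 calcium of 1.6 mM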
PKA-R2B activ: PKA-R2B complex activation; 340,000 compounds, 0.079% hits; activation, % at 11.4 µM; P22694+P31323; PKA-R2B holoenzyme dissociation, Cy5-IP20 fluorescence polarization; R2B truncated from residue 108, S112A mutant; 0% DMSO only, 100% 113 µM cGMP;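 active means activation above a cutoff set at the mean over all compounds plus 3 SD, cut at about 18% in these data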;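 further: higher means more holoenzyme dissociation and a rise in polarization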
Target sequence (P31323 whole entry, looked up, other chains not shown, the tested form may be a part): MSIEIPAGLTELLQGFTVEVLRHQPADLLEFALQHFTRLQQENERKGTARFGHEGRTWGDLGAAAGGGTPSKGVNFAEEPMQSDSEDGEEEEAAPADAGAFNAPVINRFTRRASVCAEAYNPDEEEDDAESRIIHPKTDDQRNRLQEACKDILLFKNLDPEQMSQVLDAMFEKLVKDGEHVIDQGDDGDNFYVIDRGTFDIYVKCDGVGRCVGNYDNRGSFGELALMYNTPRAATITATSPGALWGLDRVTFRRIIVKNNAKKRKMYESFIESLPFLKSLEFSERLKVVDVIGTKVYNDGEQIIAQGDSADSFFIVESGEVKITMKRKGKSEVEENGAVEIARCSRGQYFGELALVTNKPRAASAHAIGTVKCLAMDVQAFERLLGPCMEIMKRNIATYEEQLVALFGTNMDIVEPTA
* marks the source's active call; other numbers are inactive results; · = not tested or not shown.

Each structure is followed by: Keap1-Nrf2 PPI | SR-BI uptake up | DAGLB inh | SR-BI HDL uptake | LANA DNA inh | Arrestin-AP2 inh | NSD2 HMT inh | PvdQ acylase | Cardiac RTF inh | PKA-R2B activ
CNS(=O)(=O)c1ccc(C(=O)NCC(=O)NCC2COc3ccccc3O2)cc1 (stereo not drawn)
 : 4 | 13 | 2 | -13 | -0.7 | -1 | 0 | -7 | -9 | -10
S=c1nc(-c2ccccc2)c(-c2ccccc2)n[nH]1
 : -6 | -46 | 1 | 46 | -0.5 | 43 | 1 | -3 | 6 | 2
CCC(C)NC(=O)CSc1n[nH]c(-c2cc(Cl)ccc2OC)n1 (stereo not drawn)
 : -1 | -30 | 3 | 30 | 9.0 | 2 | 3 | -2 | 3 | -3
CCOC(=O)C1=NOC(CNc2ncc(C(F)(F)F)cc2Cl)C1 (stereo not drawn)
 : -8 | -14 | 1 | 14 | 1.8 | 3 | 0 | -3 | -1 | -3
COC(=O)c1c(NC(=O)c2cccc(S(=O)(=O)N3CCN(C)CC3)c2)sc(C)c1C
 : -5 | -42 | 1 | 42 | 0.0 | 7 | 0 | 2 | 0 | -14
O=C(COC(=O)c1cc([N+](=O)[O-])ccc1N1CCOCC1)Nc1c(Cl)cccc1Cl
 : 6 | -60 | 1 | 60 | 2.5 | -7 | 5 | -9 | -9 | -3
COc1ccccc1CCC(=O)Nc1ccc2c(c1)CN(CCCn1cccn1)CC2
 : 1 | -68 | -2 | 68 | -0.7 | 12 | -6 | -6 | -2 | 5
O=C(NCCCN1CCOCC1)c1ccc(-c2ccc(Cl)cc2)o1
 : -9 | -7 | 0 | 7 | -0.3 | -1 | -2 | -15 | -3 | -4
Cc1ccc(-n2cc(C(=O)O)c(=O)cc2C)c(C)c1
 : -9 | 17 | 2 | -17 | -0.2 | 2 | -3 | -9 | 3 | -3
COc1cccc(NC(=O)c2cc3ccccc3o/c2=N\O)c1
 : -3 | -19 | -9 | 19 | -0.6 | -12 | 1 | -15 | -6 | -4

Fetched by structure from the entries so far, two records:
Each structure is followed by: Keap1-Nrf2 PPI | SR-BI uptake up | DAGLB inh | SR-BI HDL uptake | LANA DNA inh | Arrestin-AP2 inh | NSD2 HMT inh | PvdQ acylase | Cardiac RTF inh | PKA-R2B activ
COc1ccccc1CCC(=O)Nc1ccc2c(c1)CN(CCCn1cccn1)CC2
 : 1 | -68 | -2 | 68 | -0.7 | 12 | -6 | -6 | -2 | 5
O=C(NCCCN1CCOCC1)c1ccc(-c2ccc(Cl)cc2)o1
 : -9 | -7 | 0 | 7 | -0.3 | -1 | -2 | -15 | -3 | -4

Following part
Each structure is followed by: Keap1-Nrf2 PPI | SR-BI uptake up | DAGLB inh | SR-BI HDL uptake | LANA DNA inh | Arrestin-AP2 inh | NSD2 HMT inh | PvdQ acylase | Cardiac RTF inh | PKA-R2B activ
COCCNC(=O)c1onc(CSc2ccc(F)c(F)c2)c1C(=O)O
 : -8 | 46 | -1 | -46 | 0.7 | -12 | · | -5 | 7 | -5
CCNC(=S)N(CCc1c(C)[nH]c2ccc(C)cc12)Cc1cccs1
 : -3 | -22 | -5 | 22 | -2.1 | -4 | 5 | -6 | 5 | -14
COc1ccc(C(=O)N/C(=C\c2ccccc2)C(=O)NC(CCSC)C(=O)O)cc1 (stereo not drawn)
 : -2 | 3 | 2 | -3 | -0.2 | 5 | -2 | -8 | -6 | -10
COc1cccc(C(=O)O/N=C(\N)c2ccc(C)cc2)c1
 : -1 | 29 | -22 | -29 | -2.5 | 45 | -6 | 7 | -7 | 5
NS(=O)(=O)c1ccc(NC(=S)N2CCC(Cc3ccccc3)CC2)cc1
 : -2 | 23 | -2 | -23 | 0.0 | 38 | 2 | 0 | -10 | -6
Cc1cc(N/N=C/c2ccc(O)cc2O)nc(N2CCOCC2)n1
 : 4 | -56 | 3 | 56 | -5.0 | 2 | 1 | -2 | -1 | -1
CC(C)[C@H](NC(=O)N1c2ccccc2NC(=O)[C@@H]1C(C)C)C(=O)N[C@@H](Cc1ccccc1)C(=O)O
 : 2 | -1 | 0 | 1 | 0.0 | 3 | · | -2 | -4 | -3
COc1ccccc1NC(=O)c1ccc2c(c1)OCO2
 : -1 | -9 | -3 | 9 | -1.6 | 8 | 23 | -13 | -2 | 3
Cc1nn(CCCC(=O)Nc2cc(Oc3ccccc3)cc([N+](=O)[O-])c2)c(C)c1[N+](=O)[O-]
 : 0 | -33 | -4 | 33 | -0.9 | 32 | 2 | 3 | 1 | -1
O=[N+]([O-])c1ccccc1NC(=S)N/N=C/c1ccc(O)c(O)c1
 : -1 | · | 9 | · | 1.1 | -15 | 117* | -5 | -22 | -6
O=Cc1c(N2CCC3(CC2)OCCO3)nc2ccccn2c1=O
 : -4 | 12 | -6 | -12 | -3.5 | -15 | -6 | -14 | -5 | -14
O=C(COC(=O)c1ccc2c(c1)OCCO2)Nc1cc(S(=O)(=O)N2CCOCC2)ccc1Cl
 : -3 | -11 | -4 | 11 | -3.7 | -4 | -2 | -6 | 0 | -2
O=C(NCC1(N2CCOCC2)CCCCC1)c1cccc(S(=O)(=O)Nc2ccc(F)cc2)c1
 : -2 | -16 | 2 | 16 | 0.4 | -8 | 0 | -2 | 3 | -12
COc1ccc(CNC(=O)c2cc3cccc(O)c3oc2=N)cc1
 : -3 | 0 | 4 | 0 | 1.2 | -6 | 4 | -11 | 2 | 0
COc1ccc(S(=O)(=O)Nc2ccc(F)c(F)c2)cc1Cl
 : 6 | 2 | 2 | -2 | 1.2 | 4 | -5 | -1 | -5 | -13
Cc1cc(/C=C(\C#N)C(N)=O)c(C)n1-c1ccc(N2CCOCC2)c([N+](=O)[O-])c1
 : -3 | -15 | 9 | 15 | 1.3 | -5 | 4 | -6 | -13 | -14
O=C(COC(=O)CCc1ccc(S(=O)(=O)N2CCOCC2)cc1)NCc1ccccc1Cl
 : -5 | · | 0 | · | -0.2 | 4 | -1 | -13 | -16 | 10
CCN(c1ccccc1)S(=O)(=O)c1ccc(OC)c(NC(=O)Cc2ccc(OC)c(OC)c2)c1
 : -2 | 2 | -5 | -2 | -2.3 | 25 | 0 | -8 | -12 | -10
Cc1cc(C)c(C#N)c(Nc2cccc(Br)c2)n1
 : -3 | -29 | -4 | 29 | 2.1 | 8 | -3 | -1 | -7 | -10
CN1C(=O)c2ccccc2N(C)C1c1ccc2c(c1)OCO2 (stereo not drawn)
 : 0 | 11 | 1 | -11 | 2.2 | 0 | -3 | -12 | -3 | -9
O=C(Nc1cccc(S(=O)(=O)Nc2ccccc2F)c1)c1ccc2ccccc2n1
 : -1 | -23 | -2 | 23 | 0.2 | 36 | -1 | 3 | 13 | 1
CCN(CC)S(=O)(=O)c1cc([N+](=O)[O-])ccc1NNC(=O)Nc1ccc(F)cc1
 : -4 | -24 | -1 | 24 | -2.9 | -4 | 3 | 4 | -6 | -2
Cc1ccc2c(c1)Sc1c(ccc3ccccc13)N2
 : 0 | · | 1 | · | 1.5 | 3 | 2 | -3 | -16 | -7
C=CCSC1=C(C#N)C(c2cc(Br)c(O)c(OC)c2)CC(=O)N1 (stereo not drawn)
 : -3 | -1 | 1 | 1 | -0.6 | 3 | 0 | -19 | -5 | -1
O=[N+]([O-])c1ccc(Nc2nc(N3CCOCC3)nc(N3CCOCC3)n2)cc1
 : -1 | -26 | 0 | 26 | -1.0 | -7 | -2 | 0 | -4 | 4
COC(=O)c1cc(S(=O)(=O)NCCCN2CCCC2=O)cn1C
 : 1 | 7 | -5 | -7 | -0.6 | -15 | 15 | -7 | 4 | -12
CCCCN(C(=O)c1nn(C)c(=O)c2ccccc12)c1c(N)n(CCC)c(=O)[nH]c1=O
 : -3 | 16 | -3 | -16 | -2.1 | 1 | -1 | -13 | 1 | -8
Cc1ccc(C2(C(F)(F)F)NC(=O)N3N=C4CCCCCN4C3=C2C#N)cc1 (stereo not drawn)
 : -3 | 9 | 0 | -9 | 0.5 | 0 | 0 | -2 | 8 | 7
O=S(=O)(NCCc1cn2ccccc2n1)c1ccc(F)c(C(F)(F)F)c1
 : -7 | 15 | 0 | -15 | -0.5 | -1 | · | -14 | -6 | 4
O=C(Nc1ccccc1)c1ccsc1
 : -4 | 12 | -1 | -12 | 0.2 | 2 | -1 | -16 | -20 | -4
COc1ccc(C(=O)OCc2cc3cccc(C)c3[nH]c2=O)cc1
 : -2 | -1 | 0 | 1 | 0.1 | 9 | 2 | -9 | -3 | 0
Cc1cc(NC(=O)CCC(=O)N(c2ccccc2)C(C(=O)NC2CCCCC2)c2cccs2)no1 (stereo not drawn)
 : -5 | 12 | 5 | -12 | 0.5 | 5 | -2 | -18 | 1 | -5
CC(=O)N1CCSc2ccc(S(=O)(=O)NCCc3cccc(C)c3)cc21
 : -3 | -2 | -1 | 2 | -1.3 | -2 | 0 | -14 | -3 | 13
O=c1[nH]c(SCc2ccccc2Cl)nc2c1CCC2
 : -2 | 27 | 4 | -27 | -0.5 | 1 | 1 | -15 | -2 | -2
Oc1cccc(Nc2c3ccccc3nc3ccccc23)c1
 : 8 | -7 | 8 | 7 | -2.7 | 22 | -1 | -7 | -5 | 7
NS(=O)(=O)c1ccc(CNC(=S)NC(=O)c2ccco2)cc1
 : -7 | 304* | 2 | -304 | 0.8 | 2 | -1 | -2 | -17 | -4
CCOC(=O)[C@H]1[C@H]2COc3ccc(C)cc3[C@@H]2N2C(=O)[C@@H](C)NC(=O)[C@@]12C
 : 4 | -7 | -2 | 12 | 0.9 | 1 | · | 1 | -19 | -4
CCC1C(C#N)=C(N)OC2=C1C(=O)CC(C)(C)C2 (stereo not drawn)
 : -2 | 5 | 1 | -5 | -1.1 | -11 | 4 | -10 | -3 | 13
O=C(CSc1n[nH]c(-c2ccccn2)n1)Nc1cccc(Cl)c1
 : -1 | 20 | 2 | -20 | -0.7 | 31 | -2 | -3 | -3 | 7
Cc1cccn2c(=O)c3cc(C(=O)NCC(C)C)sc3nc12
 : -7 | -20 | 2 | 20 | -1.4 | -14 | 2 | -21 | -3 | 3
O=C(COC(=O)c1cccs1)NCC1CCCCC1
 : 0 | 36 | -1 | -36 | 0.0 | -1 | 0 | -13 | 3 | -1
Cc1cccc(N(C(=O)Cn2nnc3ccccc32)C(C(=O)NCc2ccco2)c2ccncc2)c1C (stereo not drawn)
 : -4 | 20 | 0 | -20 | 0.2 | 5 | 0 | -17 | -10 | 0
O=C(O)c1ccccc1OCc1nc2ccccc2s1
 : -5 | 5 | -10 | -5 | 2.4 | -11 | -5 | -11 | -3 | -6
CN1CCN(C(=O)c2ccccc2NC(=O)c2cccc(Cl)c2)CC1
 : -1 | 0 | 4 | 0 | -0.6 | 5 | 2 | -7 | -2 | -11
C/C(=N/NS(=O)(=O)c1cc(C)ccc1C)c1c[nH]c2ccccc12
 : -4 | -6 | 2 | 6 | -0.8 | 2 | -2 | -27 | -1 | -4
COc1ccccc1NC(=S)NCCc1ccc(S(N)(=O)=O)cc1
 : -2 | 5 | 0 | -5 | 0.0 | 4 | -2 | -11 | 0 | -2
